HDAC3 inh: blocks human histone deacetylase 3; O15379; recombinant HDAC3, fluorogenic peptide/trypsin coupled, fluorescence; inhibition, % at 8.3 µM; actives 0.15% (n = 320,000); in the data active means inhibition above about 26%, passing the limit was not always enough; inconclusive means no clear call, values can overlap the other calls
KCNQ1 block: blocks the human KCNQ1 potassium channel | CHO-K1 KCNQ1, FluxOR thallium flux fluorescence; stronger effect = higher value | B-score at 10 µM | actives 1.3% (n = 310,000);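 active means compounds whose thallium flux B-score, printed positive for inhibition, exceeds three library SD while starting fluorescence stays within three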;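 further: channel opened by potassium depolarization with thallium stimulus after 20 min compound exposure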
Target sequence (P51787 whole entry, looked up): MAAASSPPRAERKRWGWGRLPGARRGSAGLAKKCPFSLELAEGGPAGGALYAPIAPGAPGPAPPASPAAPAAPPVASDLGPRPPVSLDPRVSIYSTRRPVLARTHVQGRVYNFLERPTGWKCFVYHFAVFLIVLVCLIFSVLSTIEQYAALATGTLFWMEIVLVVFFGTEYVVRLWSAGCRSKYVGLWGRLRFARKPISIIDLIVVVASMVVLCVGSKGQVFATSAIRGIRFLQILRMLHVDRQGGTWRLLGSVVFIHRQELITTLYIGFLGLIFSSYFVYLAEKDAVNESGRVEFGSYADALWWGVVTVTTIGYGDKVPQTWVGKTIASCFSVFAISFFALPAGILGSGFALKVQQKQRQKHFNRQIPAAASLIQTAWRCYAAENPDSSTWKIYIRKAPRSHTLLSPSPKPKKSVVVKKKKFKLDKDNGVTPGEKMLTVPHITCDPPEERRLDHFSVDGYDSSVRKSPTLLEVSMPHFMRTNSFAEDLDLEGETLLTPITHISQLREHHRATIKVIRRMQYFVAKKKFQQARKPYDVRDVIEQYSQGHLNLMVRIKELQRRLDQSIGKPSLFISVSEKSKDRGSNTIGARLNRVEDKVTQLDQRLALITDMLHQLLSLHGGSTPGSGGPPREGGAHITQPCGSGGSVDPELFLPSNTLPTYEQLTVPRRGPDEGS
TRPC4 agonist: opens the mouse TRPC4 cation channel; Q9QUQ5; HEK293 TRPC4beta/mu-opioid, Fluo4 calcium fluorescence; stronger effect = higher value; B-score at 10 µM; actives 0.49% (n = 310,000); AID 2237;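 active means B-score above 5 SD of library B-scores, and initial fluorescence ratio not above library mean plus 5 SD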;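 further: positive B-score marks a calcium rise read as TRPC4 activation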
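Assay system: HEK293 cells stably co-expressing mouse TRPC4beta and mu-opioid receptor / Timing: Fluo4 dye loading 45 min at room temperature, 110 s recording / Signal: Fluo4 calcium-sensitive dye fluorescence, kinetic, 1 Hz baseline / Read-out: integrated baseline-normalised fluorescence ratio, converted to per-well B score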
KCNK9 block: inhibitors of human KCNK9 two-pore domain potassium channel. Q9NPC2. HEK293 KCNK9, FluxOR thallium flux fluorescence; stronger effect = lower value. B-score at 10 µM. actives 1.2% (n = 310,000). AID 488922;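 active means ratio B-score over 3 SD below the library mean, with starting fluorescence within 5 SD of its mean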;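 further: negative B-score means less thallium flux so channel inhibition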
hERG rescue: compounds protecting human hERG from proarrhythmic drug block. Q12809. CHO-hERG, FluxOR thallium flux, dofetilide IC70 present. activation (rescue from dofetilide block), less the hit threshold, % at 10 µM. actives 0.51% (n = 310,000);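 active means activation above the mean of controls blocked by dofetilide plus 5 SD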;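 further: thallium influx through hERG after potassium depolarization seen as dye fluorescence rise; in these data hits start at about 4.7%; inactives centre near -7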
TMEM16A act: activators or potentiators of mouse TMEM16A chloride channel. Q8BHY3. HEK293 TMEM16A/YFP-H148Q/I152L, iodide quench fluorescence; stronger effect = lower value. actives 0.3% (n = 340,000). AID 623877. B-score at 10 µM;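 active means fluorescence-ratio B-score plate-corrected deviation score at least 3 library SD below zero, with starting fluorescence score within 5 deviations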;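 further: channel opened by trigger with iodide after compound preincubation; score built on the fluorescence ratio of max minus min over baseline; more negative score means more quench and so TMEM16A activation or potentiation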
KCNQ1 act: potentiators or activators of human KCNQ1 potassium channel; B-score at 10 µM; CHO-K1 KCNQ1, thallium flux FluxOR fluorescence; stronger effect = higher value; P51787; actives 0.35% (n = 310,000);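 active means fluorescence ratio B-score, a plate-corrected score, at least three library SD, with initial intensity B-score within 5 SD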
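Assay system: CHO-K1 cells stably expressing KCNQ1. Medium: assay buffer for compound exposure, DMSO matched across wells. Timing: 37 °C overnight plating, 90-min dark dye load, 20-min compound pretreatment. Signal: kinetic FluxOR fluorescence, 10 s baseline plus 110 s post-stimulus.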
Dyrk1A ADPGlo: blocks rat Dyrk1A kinase activity | inhibition, % at 12.5 µM | AID 504441 | Q63470 | actives 0.43% (n = 310,000) | ADP-Glo luminescence, NFATc1 peptide; in the data active means inhibition above about 50%;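 further: plate controls were vehicle with enzyme for no effect and no enzyme for full effect; many of its hits are not listed in these tables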
KCNK3 inh: human KCNK3 channel inhibition, primary screen; O14649; CHO-KCNK3 thallium flux, FluxOR fluorescence; stronger effect = lower value; B-score at 10 µM; actives 0.84% (n = 340,000);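 active means B-score under library mean minus 4 SD, starting fluorescence ratio at most library mean plus 5 SD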;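 further: more negative B-score means stronger inhibition of thallium flux through KCNK3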
Target sequence (O14649 whole entry, looked up): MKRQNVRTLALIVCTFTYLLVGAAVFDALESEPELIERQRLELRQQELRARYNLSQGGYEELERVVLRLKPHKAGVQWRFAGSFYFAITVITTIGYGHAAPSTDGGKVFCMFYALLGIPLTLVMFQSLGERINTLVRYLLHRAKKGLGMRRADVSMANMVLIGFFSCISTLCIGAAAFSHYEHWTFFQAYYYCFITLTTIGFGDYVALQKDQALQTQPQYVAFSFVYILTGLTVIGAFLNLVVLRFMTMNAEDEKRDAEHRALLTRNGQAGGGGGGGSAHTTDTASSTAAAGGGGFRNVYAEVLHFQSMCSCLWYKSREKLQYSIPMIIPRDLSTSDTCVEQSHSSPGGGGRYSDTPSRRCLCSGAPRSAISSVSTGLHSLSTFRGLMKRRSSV
TRPC4 PAM: TRPC4 (mouse) allosteric potentiation. HEK293 TRPC4beta/mu-opioid, DAMGO EC20, Fluo-4 Ca2+ flux; stronger effect = higher value. B-score at 10 µM. actives 0.42% (n = 310,000);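 active means B-score of calcium response area above 5 SD of library B-scores, with initial fluorescence ratio within 5 SD of library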;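 further: B-score of integrated fluorescence ratio over time as area under calcium response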
ANO1 block: blocks the mouse calcium-activated chloride channel TMEM16A. normalized B-score (activity score, 25-100; higher = stronger inhibition) at 10 µM. actives 1.2% (n = 310,000). HEK293 TMEM16A/YFP iodide influx fluorescence, ionomycin;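 active means ratio plate-corrected score three or more library SD toward inhibition, starting fluorescence score within five deviations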;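 further: score derived from kinetic fluorescence span divided by baseline fluorescence per well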
Active calls of the source: *; i = inactive; ? = inconclusive; . = not tested or not shown. Not all compounds are listed; the hit share may differ from the screen's.

Results follow in this order: HDAC3 inh	KCNQ1 block	TRPC4 agonist	KCNK9 block	hERG rescue	TMEM16A act	KCNQ1 act	Dyrk1A ADPGlo	KCNK3 inh	TRPC4 PAM	ANO1 block
O=C(O)CSCC(=O)Nc1cccc2ccccc12
  -4.4	i	i	i	-1.4	i	i	1.2	i	i	i
Cc1oc(C(=O)O)cc1COc1ccc2c(C)cc(=O)oc2c1
  -9.7	i	i	i	4.5	i	i	0.7	i	i	i
Cc1cc(C)cc(Oc2coc3c(CN(C)C)c(O)ccc3c2=O)c1
  -6.0	i	i	i	0.0	i	i	-2.7	i	i	i
COc1cccc2cc(C(C)N(CCCN3CCOCC3)C(=S)Nc3ccccc3C)oc12 (stereo not drawn)
  0.9	i	i	i	-8.3	i	i	0.2	i	i	i
CC(C)Cc1nnc(NC(=O)CS(=O)(=O)Cc2ccccc2)s1
  0.8	i	i	i	-4.7	i	i	37.4	i	i	i
CC(C)(C)NC(=O)C(OC(=O)c1cccs1)c1ccc(F)cc1 (stereo not drawn)
  ?	i	i	i	-15.5	i	i	1.7	i	i	i
Clc1ccc(-c2nnc(C34CC5CC(CC(C5)C3)C4)o2)cn1
  .	i	i	i	-4.2	i	i	4.6	i	i	i
COC(=O)c1ccc(NC(=O)C(=O)N2CCN(C(=S)Nc3cccc(C)c3C)CC2)cc1
  0.5	i	i	i	0.4	i	i	-5.5	i	i	i
CCCCC(=O)Nc1cccc(NC(=O)c2ccc3c(c2)OCO3)c1
  2.1	i	i	i	-3.4	i	i	-2.1	i	i	i
Cc1csc(N/N=C\c2cccnc2)n1
  -1.7	i	i	i	-13.0	i	i	10.8	i	i	i
C/C(CC1CC(C)(C)OC1=O)=N\NC(N)=S (stereo not drawn)
  -1.6	i	i	i	-8.4	i	i	.	i	i	i
O=C(CSc1nnc(C2COc3ccccc3O2)o1)N1CCN(c2ccccc2)CC1 (stereo not drawn)
  -3.5	i	i	i	-9.6	i	i	-0.3	i	i	i
Cc1cc(C)n2nc(SCC(=O)NC3CCCCC3C)nc2n1 (stereo not drawn)
  -2.9	i	i	i	-0.6	i	i	-4.2	i	i	i
COc1cccc(NC(=O)NNS(=O)(=O)c2ccc(OC)cc2OC)c1
  -7.4	i	i	i	-13.7	i	i	-2.0	i	i	i
COc1ccc(-c2sc3ccc(OC)cc3c2C#CCCO)cc1
  6.4	i	i	i	-1.8	i	i	14.7	i	i	i
COc1ccc(OCCCC(=O)OCC(=O)Nc2sccc2C(N)=O)cc1
  .	i	i	i	-5.9	i	i	-6.0	i	i	i
CCOc1cc(/C=C2\C(=O)N(CCc3ccc(OC)c(OC)c3)C(C)=C2C(=O)OC)ccc1O
  0.7	i	i	i	-12.9	i	i	-2.7	i	i	i
O=C(Cc1cccs1)NC1(C(=O)NC2CCCC2)CCCCC1
  2.4	i	i	i	-2.2	i	i	0.1	i	i	i
COc1ccc(/C=C\C(=O)NCC(=O)N/N=C/c2cccc(OC)c2O)cc1
  -1.8	i	i	i	-3.5	i	i	-5.7	i	i	i
COC(=O)c1ccc(C2NC(=O)c3c(sc(C)c3C)N2)cc1 (stereo not drawn)
  -3.3	i	i	i	-8.0	i	i	-0.9	i	i	i
O=C(Nc1cccc(-c2nc3ccccc3c(=O)o2)c1)c1ccccc1
  3.4	i	i	i	-0.3	i	i	-1.8	-8.71*	i	i
CCOC(=O)C1(C)NC(c2cccs2)C2C(=O)N(c3ccc(C)cc3)C(=O)C21 (stereo not drawn)
  3.2	i	i	i	-0.7	i	i	-2.6	i	i	i
CCOC(=O)c1c(C)[nH]c(C)c1C(=O)CSc1nncs1
  -1.6	i	i	i	-2.5	i	i	-1.5	i	i	i
COc1ccc(CNC(=O)CNC(=O)c2cccs2)c(OC)c1
  0.4	i	i	i	-2.9	i	i	3.1	i	i	i
Cc1ccc(-n2cnc3c(sc4nccc(N(C)C)c43)c2=O)cc1
  2.9	i	i	i	-7.8	i	i	4.4	i	i	i
CC(Oc1ccccc1)C(=O)Nc1ccc(S(=O)(=O)N2CCN(C)CC2)cc1 (stereo not drawn)
  -2.0	i	i	i	-6.4	i	i	11.3	i	i	i
CC1(C)Cc2cccc(C(=O)Nc3ccncc3)c2O1
  -5.4	i	i	i	-5.5	i	i	45.8	i	i	i
COCC(=O)OCC(=O)Nc1ccccc1-c1ccccc1
  3.8	i	i	i	-5.6	i	i	-0.5	i	i	i
Cc1cccc(CSc2ncnc3ccccc23)c1
  1.8	i	i	i	-4.3	i	i	.	i	i	i
O=C(CCCN1C(=O)c2ccccc2C1=O)NC1=NCCS1
  .	i	i	i	-6.0	i	i	5.6	i	i	.

Continued:
Results follow in this order: HDAC3 inh	KCNQ1 block	TRPC4 agonist	KCNK9 block	hERG rescue	TMEM16A act	KCNQ1 act	Dyrk1A ADPGlo	KCNK3 inh	TRPC4 PAM	ANO1 block
O=C(Cn1cnc2c(nnn2Cc2ccc(Cl)cc2)c1=O)c1ccccc1
  2.9	i	i	i	-8.8	i	i	-2.0	i	i	i
COCC1CCCCN1Cc1cn(-c2ccccc2)nc1-c1ccc2c(c1)OCO2 (stereo not drawn)
  -14.0	i	i	i	-12.6	i	i	-4.3	i	i	i
Cc1c(C(=O)NCc2cccnc2)sc2ncn(CC(=O)N3CCCCC3C)c(=O)c12 (stereo not drawn)
  .	i	i	i	-4.5	i	i	-0.2	i	i	.
Cc1nc2cc(-c3ccc(F)cc3)[nH]n2c(=O)c1C
  2.9	i	i	i	-15.0	i	i	-2.3	i	i	i
Cc1ccc(CN2CCN(CC(=O)N3CCc4ccccc4C3)C2=O)cc1
  3.1	i	i	i	-8.5	.	i	.	.	i	i
COc1ccc(CC(=O)N2CCN(c3ccccc3)CC2)cc1
  2.9	i	i	i	-3.4	i	i	-3.2	i	i	i
CCOC(=O)C(Cc1ccc(O)cc1)NC(=O)CCc1c[nH]c2ccccc12 (stereo not drawn)
  -2.7	i	i	i	-5.4	i	i	51.0*	i	i	i
Cc1ccc(C(=O)N2CCOCC2)cc1S(=O)(=O)Nc1cccc(C)c1C
  1.5	i	i	i	-7.2	i	i	-0.3	i	i	i
CSc1nc(Cl)cc(N2CCOCC2)n1
  5.0	i	i	i	-5.9	i	i	1.7	i	i	i
Cc1ccc(S(=O)(=O)NC2=NCN(C(C)C)CN2)cc1
  -5.9	i	i	i	-7.8	i	i	-6.4	i	i	i
CC(=O)c1sc(NC(=O)c2cccc3ccccc23)nc1C
  -13.6	i	i	i	-8.2	i	i	15.1	i	i	i
COCCCNC(=O)c1cc(C)nn1-c1ccccc1
  -0.5	i	i	i	-8.6	i	i	-3.9	i	i	i
O=C(CSc1nc2ccccc2[nH]1)Nc1ccc(N2CCOCC2)cc1
  5.1	i	i	i	-15.0	i	i	-7.6	i	i	i
CCn1c(=O)c2c(n3c(=S)[nH]nc13)-c1ccccc1CC21CCCCC1
  3.8	i	i	i	-2.2	i	i	1.3	i	i	i
Cc1ncc(CO)c(/C=N/NC(=O)c2ccc(Br)cc2)c1O
  1.0	i	i	i	-14.8	.	i	.	.	i	i
C(=N\n1cnnc1)/c1ccc2c(c1)OCO2
  8.0	i	i	i	-10.1	i	i	3.2	i	i	i
Cc1ccc(SCc2cc(=O)[nH]c(/N=C(\N)Nc3ccccc3Sc3ccccc3)n2)cc1
  1.2	i	i	i	-6.4	i	i	-0.5	i	i	i
O=C1COc2ccc(C(=O)COC(=O)Cc3ccc(Cl)cc3)cc2N1
  2.1	i	i	i	-10.1	i	i	2.9	i	i	i
O=C1CC(Nc2ccc(N3CCOCC3)cc2)C(=O)N1C1CCCCC1 (stereo not drawn)
  -1.0	i	i	i	1.6	i	i	-9.8	i	i	i
COc1ccc(CC(=O)NCc2nnc(SCc3ccc([N+](=O)[O-])cc3)n2C)cc1
  8.0	i	i	i	-1.9	i	i	-2.5	i	i	i
COc1ccc(C(=O)C2CCCN(Cc3ccc4nonc4c3)C2)cc1F (stereo not drawn)
  8.3	i	i	i	-18.3	i	i	0.9	i	i	25*
O=C(NCCc1ccccc1)C1CCC(CNc2c(N3CCCCC3)c(=O)c2=O)CC1 (stereo not drawn)
  5.5	i	i	i	-11.8	i	i	-1.5	i	i	i
CCn1c(SCC(=O)N2CCC(C(N)=O)(N3CCCCC3)CC2)nnc1-c1ccccc1
  -1.5	i	i	i	-0.7	i	i	-1.0	i	i	i
Cc1ccccc1NC(=O)c1ccccc1NS(=O)(=O)c1cccc2cccnc12
  5.6	i	i	i	-6.2	i	i	0.1	i	i	i
CC1CN(C(=O)CCC(=O)NCc2ccc(Cl)cc2)c2ccccc2S1 (stereo not drawn)
  1.0	i	i	i	-13.9	i	i	1.0	i	i	i
Cc1ccc([C@@H]2CC=C(C(=O)O)CN2S(=O)(=O)c2ccccc2C)cc1
  6.3	.	.	.	.	i	.	2.1	i	.	i
CN(CC(=O)NCc1ccccn1)S(=O)(=O)c1ccc(Br)cc1
  -6.2	i	i	i	-5.7	i	i	4.5	i	i	i
COc1ccc(-c2cnn3c4c(c(C)nc23)CCN4C(C)C)cc1OC
  1.5	i	i	i	-15.7	i	i	-2.9	i	i	i
Cc1sc2nc(C(C)Sc3n[nH]c(N)n3)[nH]c(=O)c2c1C (stereo not drawn)
  4.6	i	i	i	-6.7	.	i	.	.	i	i
CCn1c(SCC(=O)NC2CCCC2)nnc1-c1cccnc1
  0.4	i	i	i	-3.9	i	i	0.7	i	i	i

Later entries:
Results follow in this order: HDAC3 inh	KCNQ1 block	TRPC4 agonist	KCNK9 block	hERG rescue	TMEM16A act	KCNQ1 act	Dyrk1A ADPGlo	KCNK3 inh	TRPC4 PAM	ANO1 block
Cc1c(NC(=S)SCc2ccccc2)c(=O)n(-c2ccccc2)n1C
  6.8	i	i	i	-5.6	i	i	-0.2	i	i	i
COc1cccc(CN(C)Cc2nc(C3CC3)no2)c1
  2.7	i	i	i	-4.8	i	i	5.9	i	i	i
Fc1ccccc1NC(=S)NCCc1ccccc1
  -5.1	i	i	i	-10.2	i	i	2.6	i	i	i
Cc1ccc(NC(=O)C2OCCc3ccccc32)cc1Cl (stereo not drawn)
  0.4	i	i	i	-3.2	i	i	0.7	i	i	i
Cc1ccc2oc(C(=O)N3CCN(c4cccc(C)n4)CC3)c(C)c2c1
  -2.5	i	i	i	-3.7	i	i	-1.8	i	i	i

Screens deposited in PubChem by several laboratories.
